S3 lipid droplet – qHTS Assay for Lipid Storage Modulators in Drosophila S3 Cells; Drosophila S3 cells, BODIPY lipid droplet fluorescence, 18-24 h; cells fed with added oleic acid; Potency in µM for hits, for the others lipid storage change, negative = inhibition, % at the top dose, mostly 46.1 µM; actives 0.64% (n = 320,000); active means well fitted inhibition curve with a large enough effect in the signal ratio, with a control signal flat, not every such curve was filed as active; inconclusive means small, poorly fitted or top-dose-only effect, or effect the other way, or a change in a side signal; the % refers to the signal ratio
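Drosophila S3 cells loaded with oleic acid (400 uM, as added) and compounds at several concentrations; lipid droplets imaged by 488-nm laser-scanning cytometry, 500–530 nm intensity and object ratio to cell channel. Percent activity normalized to 20 uM Triacsin C.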
S3 lipid droplet cell count max – second read-out of S3 lipid droplet, no call of its own (marks repeat the call); cell number change, %; measured here: cell count max response;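 cells counted by Cell Tracker Red CMTPX staining in the red channel; peak over a dose series mostly up to 46.1 µM; percent activity relative to internal control wells on each plate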
* marks the source's active call; other numbers are inactive results; i = inactive; ? = inconclusive; nt = not tested or not shown; [ ] = another dose, or the depositor's remark. On the % scale 0 is the no-effect control and ±100 the full control effect; potency means the concentration at half of the fitted maximal effect. An excerpt; count on the stated rates, not on these rows.

The first 4 records (preview)
Every second line gives: S3 lipid droplet, S3 lipid droplet cell count max
- O=C(C(Cl)Cl)N1c2ccccc2OCC1c1ccccc1 (stereo unspecified)
    ?, nt
- CCCCCCC(=O)NNC(=O)c1c(O)c2ccccc2n(CCC)c1=O
    -6%, -13
- CCC(NC(=O)c1ccncc1)c1ccccc1 (stereo unspecified)
    i, -1
- Cn1c(=O)c(Sc2ccc(Cl)cc2)c(O)c2ccccc21
    ?, nt

The list itself, previewed entries included:
Every second line gives: S3 lipid droplet, S3 lipid droplet cell count max
- O=C(C(Cl)Cl)N1c2ccccc2OCC1c1ccccc1 (stereo unspecified)
    ?, nt
- CCCCCCC(=O)NNC(=O)c1c(O)c2ccccc2n(CCC)c1=O
    -6%, -13
- CCC(NC(=O)c1ccncc1)c1ccccc1 (stereo unspecified)
    i, -1
- Cn1c(=O)c(Sc2ccc(Cl)cc2)c(O)c2ccccc21
    ?, nt
- O=C(CN(c1ccc(F)cc1)S(=O)(=O)c1ccc2c(c1)OCCO2)NCc1cccnc1
    ?, nt
- Cc1ccc2oc(C(=O)N3CCC(O)(c4ccccc4)CC3)c(C)c2c1
    ?, nt
- O=C(C1=C[C@H](c2coc3ccccc3c2=O)C[C@H](OCCCCO)O1)N1CCOCC1
    -1%, 2
- COc1ccc(CNC(=O)c2cnc(C)cn2)cc1
    ?, nt
- O=C(NCC1CC1(Cl)Cl)Nc1ccc(Cl)c(Cl)c1 (stereo unspecified)
    ?, nt
- CCCn1nnnc1NC(=O)c1cccs1
    -4%, 16
- Cc1ccc(C)c2[nH]c(=O)c(CN(CCN3CCCC3)C(=O)Nc3cccc(Cl)c3)cc12
    ?, nt
- Cc1cnc(C(=O)OC(C)C(=O)Nc2cccc3ccccc23)cn1 (stereo unspecified)
    ?, nt
- CN(C(=O)COC(=O)c1ccccc1NCCO)C1CCS(=O)(=O)C1 (stereo unspecified)
    5%[0.0737 µM], -13
- COCCN(C(=O)c1csnn1)C(C(=O)NC1CCCC1)c1ccccc1F (stereo unspecified)
    i, nt
- Cn1ncc(Cl)c1C(=O)N1CCN(S(=O)(=O)c2ccc(Cl)s2)CC1
    ?, nt
- COCc1cc(C)nc(Nc2ccccc2OC)c1C#N
    11%, 9
- Cc1cc2oc(=O)cc(CN3CCCc4ccccc43)c2cc1C
    ?, nt
- Cc1nc2ccccc2c(=O)n1CCc1ccc(O)cc1
    ?, nt
- COc1cc2c(cc1OC)CN(C(=O)c1cc3ccccc3oc1=O)CC2
    ?, nt
- COc1cccc(/C=N/NC(=O)c2cc(-c3ccccn3)nc3ccccc23)c1O
    i, 6
- COC(=O)c1ccc(CSc2nnc(-c3ccncc3)o2)cc1
    ?, nt
- CSc1nnc(C2CCCN(CC(=O)Nc3ccccc3N3CCOCC3)C2)n1C(C)C (stereo unspecified)
    ?, nt
- Cc1cccc(C)c1NC(=O)CN1N=NC2C(=O)N(c3cccc(Cl)c3)C(=O)C21 (stereo unspecified)
    ?, nt
- COc1ccc(Cn2c(O)c(C=Nc3ccc(OC)cc3)c3ccccc3c2=O)cc1
    ?, nt
- COC(=O)Cc1ccc(NC(=S)NCCSc2ccc(Cl)cc2)cc1
    11%, 10
- Cc1cccc(C)c1OCc1cc(C(=O)N2CC3C[C@@H]4CC2C[C@H](C3)C4)no1
    -18%, 14
- COc1ccc(CCNC(=O)C2CCCCC2C(=O)O)cc1OC (stereo unspecified)
    2%, 4
- O=C(NC1CCCCC1)C(c1ccco1)N(CCc1ccccc1)C(=O)C(F)(F)F (stereo unspecified)
    -9%, -3
- CCn1c2ccccc2c2cc(C3C(C#N)=C(N)Oc4n[nH]c(COC)c43)ccc21 (stereo unspecified)
    ?, nt
- CCOC(=O)CC1(NC(=O)C2CCC(=O)N(CCc3ccc(OC)cc3)C2)CCCCC1 (stereo unspecified)
    ?, nt
- O=S(=O)(N/N=C1\CCCc2ccccc21)c1ccccc1
    4%, -13
- CSc1nnc(N2C(=O)C(O)=C(C(=O)c3ccco3)C2c2ccccc2)s1 (stereo unspecified)
    ?, nt
- C/C(Cn1nnc([N+](=O)[O-])n1)=N\NC(=O)c1ccccc1O
    ?, nt
- COc1ccc(/C=C/C(=O)NCCc2c[nH]c3ccccc23)cc1OC
    ?, nt
- CCC(=O)Nc1ccc2nn(-c3ccc(F)cc3)nc2c1
    i, nt
- COc1ccc(Cn2c(=O)[nH]c3cc(C(=O)NCCCN4CCCC4=O)ccc3c2=O)cc1
    ?, nt
- COc1ccc(CNC(=O)C2CCN(S(=O)(=O)N3CCOCC3)CC2)cc1
    2%, nt
- COC(=O)c1ccccc1-c1cn(C)c2ccccc2c1=O
    0%, 2
- Cn1c2ccccc2c2cc(C(=O)O)ccc21
    ?, nt
- Cc1ccc(S(=O)(=O)N(CC(=O)N/N=C/c2cccc3c2OCCO3)c2ccccc2F)cc1
    ?, nt
- COc1ccc(/C=N/OCc2ccccc2C#N)c(OC)c1
    ?, nt
- COc1ccc(C(=O)Nc2ccc(N3CCN(C)CC3)cc2)cc1[N+](=O)[O-]
    ?, nt
- Cc1cc(NC(=O)c2ccccc2-c2ccccc2)ccc1Br
    ?, nt
- Cc1cccc2[nH]c(CN(C)C(=O)CC3C(=O)NCCN3CC(C)(C)C)nc12 (stereo unspecified)
    7%, -3
- CCn1c(CC(=O)Nc2ccccc2)nnc1SCC(=O)NC1CCCC1
    i, -6
- Cc1ccc(NC(=O)C2CCCN2S(=O)(=O)c2ccc3c(c2)CCC(=O)N3)cc1Cl (stereo unspecified)
    ?, nt
- COc1ccc(OCCSc2nnc(-c3cccnc3)n2N)cc1
    22%, nt
- COc1cccc(NC(=O)Nc2ccc3c(c2)N(C)C(=O)CS3)c1
    ?, nt
- CCN1CCN(S(=O)(=O)c2ccc(Cl)c(C(=O)Nc3ccc(OC(F)F)cc3)c2)CC1
    14%, 29
- CCCNC(=O)c1ccccc1NC(=O)c1ccccc1N(C)S(=O)(=O)c1ccccc1
    -10%, -16

(next part)
Every second line gives: S3 lipid droplet, S3 lipid droplet cell count max
- CCCCC1=CC2=C(c3ccco3)C(=O)C(C)(OC(=O)c3ccc(OC)cc3)C(=O)C2=CN1CCCOC(C)C (stereo unspecified)
    ?, nt
- COc1ccccc1/C=C1\SC(=S)N(CCC(=O)Nc2cccc(O)c2)C1=O
    ?, nt
- CC(C)(C)OC(=O)N1CCC(C(=O)Nc2ccc3c(c2)CCC3)CC1
    -7%, 4
- CN(C(=O)CSc1nc(C2CC2)nc2ccccc12)c1nc(-c2ccccc2)cs1
    ?, nt
- COc1cccc(/C=N/NC(=O)CC(=O)NCCc2ccc(OC)c(OC)c2)c1
    i, nt
- CCN1CCN(C(=O)CCc2nc3ccccc3n2-c2ccccc2)CC1
    ?, nt
- COc1cccc(/C=C/C(=O)OCC(=O)Nc2cc(S(=O)(=O)N3CCOCC3)ccc2C)c1
    -3%, 8
- O=C(NC1CCN(Cc2ccccc2)CC1)c1ccccc1
    5%, nt
- COc1cc(N=Nc2ccc3ccccc3c2)ccc1O
    ?, nt
- Cc1ccc(-c2nnn(CC(=O)Nc3ccccc3N3CCOCC3)n2)cc1
    ?, nt
- Cc1[nH]nc2c1C(c1ccoc1)C(C#N)=C(N)O2 (stereo unspecified)
    ?, nt
- Cn1c(N/N=C/c2cccs2)cc(=O)n(C)c1=O
    -7%, 12
- CN(C)CCN(C(=O)C1CCN(S(=O)(=O)c2cccs2)CC1)c1nc2ccccc2s1
    ?, nt
- CCN1C(=O)C2C(C1=O)N1C(c3cccs3)C3C(=O)N(CC)C(=O)C3N1C2c1cccs1 (stereo unspecified)
    ?, nt
- COc1ccc([N+](=O)[O-])cc1NC(=O)c1ccc(N2C(=O)CCC2=O)cc1
    -12%, 5
- O=C(CN1CCN(Cc2ccc(F)cc2Cl)CC1)NCc1ccccc1
    22%, 1
- CCOC(=O)N1CCC(NCCNC(=O)c2cccs2)CC1
    ?, nt
- O=C(CCCCCn1c(=S)[nH]c2ccc(N3CCOCC3)cc2c1=O)NCc1ccc(Cl)cc1
    ?, nt
- COc1ccc(-c2ccc(=O)n(Cc3cccc([N+](=O)[O-])c3)n2)cc1
    0%, 2
- Cc1cc(C(=O)NCCc2ccc(Cl)cc2)no1
    ?, nt
- CCOc1ccccc1CN1CCNC(=O)C1CC(=O)NCc1ccccn1 (stereo unspecified)
    ?, nt
- COc1ccccc1NC(=O)Cc1nnc(SCC(=O)Nc2nccs2)n1C
    ?, nt
- C[C@H](NC(=O)c1ccco1)C(=O)Nc1ccc2c(c1)OCO2
    ?, nt
- CC(C)Nc1nnc(SCC(=O)N2CCN(C(=O)c3ccco3)CC2)s1
    ?, nt
- C/C(=N\NC(=O)c1ccccc1OCc1ccc(F)cc1)c1ccccn1
    -4%, -8
- N#Cc1ccc(C(=O)OCC(=O)N2CCCC2)cc1
    ?, nt
- CSc1ccc(C(=S)N2CCCC2)cc1
    ?, nt
- CCCn1c(O)c(CN2CCCC(C)C2)c(C)c(C#N)c1=O (stereo unspecified)
    ?, nt
- Cc1sc(-c2ccncc2)nc1OC(=O)c1ccccc1
    i, nt
- CC(C)(CNC(=O)C1c2ccccc2-c2ccccc21)N1CCOCC1
    ?, nt
- COc1ccc(NC(=O)CSc2nc3c(c(=O)n2-c2ccccc2)SCC3)c(OC)c1
    ?, nt
- Cc1ccc(C[n+]2ccccc2)cc1
    ?, nt
- Cc1ccc(-c2nsc(SCC(=O)NCc3ccc4c(c3)OCO4)n2)cc1
    -3%, 5
- COc1ccc(C(=O)OCC(=O)NC(Cc2ccccc2)C(C)=O)cc1S(=O)(=O)N1CCCC1 (stereo unspecified)
    ?, nt
- Cc1ccccc1Cn1nnc(-c2ccc(C(=O)O)cc2)n1
    -38%, -10
- O=C(O)c1ccc(COc2ccc3c4c(c(=O)oc3c2)CCC4)o1
    -3%, 12
- CCOCCCNC(=O)c1ccc2c(c1)ncn2C1CCCC1
    i, nt
- Cc1cccc(C2CC(c3ccc(Cl)cc3)Nc3nc(N)nn32)c1 (stereo unspecified)
    ?, nt
- Cn1cc(CCC(=O)N2CCCC(CCC(=O)NCc3ccccc3F)C2)cn1 (stereo unspecified)
    6%, 4
- COc1cccc(-n2c(C)cc(/C=C3/C(=N)N4C(=NC3=O)SN=C4S(C)(=O)=O)c2C)c1
    2%, -19

Entries of single compounds as entered above. Order of screens: S3 lipid droplet	S3 lipid droplet cell count max
Listed for CCOCCCNC(=O)c1ccc2c(c1)ncn2C1CCCC1 → i	nt
Listed for COc1ccc(/C=N/OCc2ccccc2C#N)c(OC)c1 → ?	nt
Listed for COc1ccc(Cn2c(O)c(C=Nc3ccc(OC)cc3)c3ccccc3c2=O)cc1 → ?	nt
Listed for CCCNC(=O)c1ccccc1NC(=O)c1ccccc1N(C)S(=O)(=O)c1ccccc1 → -10%	-16

(listing goes on)
Every second line gives: S3 lipid droplet, S3 lipid droplet cell count max
- COc1ccccc1NC(=O)CSc1nnc2ccc(-c3cccnc3)nn12
    7%, 17
- O=c1c(Cl)c(NCc2ccccc2)cnn1C12CC3CC(CC(C3)C1)C2
    ?, nt
- N#Cc1nnn(Cc2ccccc2)c1N
    5%, 14
- COc1cccc(C2CC(=O)NC(SC)=C2C#N)c1 (stereo unspecified)
    ?, nt
- O=C(CSc1ccc(C(F)(F)F)cc1[N+](=O)[O-])NCCOc1ccccc1
    10%, 5
- O=C(NCCCn1ccnc1)c1cccc(Br)c1
    ?, nt
- CC(NS(=O)(=O)c1ccc(Cl)cc1)C(=O)NCc1ccco1 (stereo unspecified)
    ?, nt
- Cc1ccc(S(=O)(=O)NCCC2=CCCCC2)cc1
    ?, nt
- COc1cc(OC)cc(C(=O)Nc2cccc(C(C)=O)c2)c1
    i, nt
- COc1ccc2c(c1OC)C(=O)OC2C/C(=N\NC(N)=O)c1ccccc1 (stereo unspecified)
    ?, nt
- CC(C)c1ccc(C(=O)N/N=C/c2cccc(Cl)c2Cl)cc1
    ?, nt
- CSc1ccccc1C(=O)NC1CCCCC1
    i, 21
- Cn1c(-c2cccs2)nc2ccccc21
    -3%, -11
- Cc1cc(=O)[nH]c(N/N=C/c2c(C)nn(-c3ccccc3Cl)c2Cl)n1
    ?, nt
- CC(=O)c1c(C)[nH]c(C(=O)OCC(=O)C(C)(C)C)c1C
    9%, 0
- Cc1ccccc1-n1c(SCC(N)=O)nc2sc(-c3ccccc3)cc2c1=O
    ?, nt
- COc1ccc(C(CNC(=O)c2cc(S(=O)(=O)NCc3ccccc3)ccc2C)N2CCOCC2)cc1 (stereo unspecified)
    ?, nt
- CNC(=O)c1cc2cc(OC)ccc2n1CCN(C)C
    11%, 19
- O=C(NC1CC2CCC(C1)N2C(=O)NCc1ccccc1)C1CC1 (stereo unspecified)
    ?, nt
- O=c1c(-c2ccccc2)c(O)c2ccccc2n1-c1ccccc1
    0%, nt
- CCOc1cccc(C(=O)Nc2cccc(C(C)=O)c2)c1
    ?, nt
- CC(=O)N1CCC(C(=O)Nc2ccc(S(=O)(=O)NCCc3ccccc3)cc2)CC1
    i, 18
- COc1cc(OC)c(/C=N/NC(=O)c2ccc(Cn3nc([N+](=O)[O-])cc3C)cc2)c(OC)c1
    -1%, 16
